# Assay outcomes (PubChem)
# SR-BI uptake up: enhances SR-BI lipid uptake from DiI-HDL; actives 0.096% (n = 320,000); AID 504775; CHO ldlA[mSR-BI] cells, DiI-HDL uptake fluorescence, 3 h; 100 = double the neutral-control signal; activation, % at 12.5 µM;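 active means mean replicate activation of at least 60% and every replicate at or above 60%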;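 further: 0% = median plate neutral-control signal and 100% = twice that signal; values of inactives mirror those of a sister screen read the other way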
#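 System: LDL receptor-deficient CHO ldlA cells overexpressing murine SR-BI | Timing: 3 h uptake period with compound, 37 °C | Medium: HEPES-buffered (25 mM, pH 7.4) F12 plus 0.5% BSA | Dosing: Single-point compound dose | Signal: Bottom-read fluorescence, 550/595 nm | Read-out: Retained DiI signal reflecting DiI-HDL uptake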
# PKA-R1A activ: PKA-R1A complex activation | activation, % at 11.4 µM | actives 0.083% (n = 340,000) | PKA-R1A dissociation, Cy5-IP20 fluorescence polarization; scaled: DMSO 0%, 113 µM cGMP 100% | P00514+P68181;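 active means percent activation above the mean of all tested compounds plus 3 SD, cut at about 19% in these data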;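 further: higher means more PKAc released from R1A so a rise in polarization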
# Arr AP2 block: human beta-arrestin and AP2 interaction inhibition | actives 0.31% (n = 340,000) | FITC-arrestin peptide / GST-AP2 beads, flow cytometry; AP2 beta2 appendage carries R879A mutation | inhibition, % at 10 µM | AID 504490;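 active means inhibition above a set limit, near 3 SD of compounds lacking own fluorescence, cut at about 54% in these data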;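 further: plate controls were DMSO wells for no effect and 5 µM unlabelled arrestin peptide for full effect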
#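 test system = AP2 appendage R879A on GSH beads | buffer or medium = PBS plus Tween 20 (0.05%) and BSA (0.1%) | incubation = 12 min plus 1 h, RT | detection = bead flow cytometry, FITC channel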
# CDK5 p35 inh: CDK5/p35 (human) kinase inhibition; Recombinant CDK5/p35, ADP-Glo luminescence, 60 min; actives 0.01% (n = 330,000); Q00535+Q15078; inhibition, % at 10 µM;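 active means highest replicate inhibition of at least 50% and at least 75% of replicates reaching 50%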;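 further: plate controls were DMSO neutral control for no effect and GW8510 at 10 µM for full effect; many of its hits are not listed in these tables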
# Target sequence (Q00535 whole entry, looked up): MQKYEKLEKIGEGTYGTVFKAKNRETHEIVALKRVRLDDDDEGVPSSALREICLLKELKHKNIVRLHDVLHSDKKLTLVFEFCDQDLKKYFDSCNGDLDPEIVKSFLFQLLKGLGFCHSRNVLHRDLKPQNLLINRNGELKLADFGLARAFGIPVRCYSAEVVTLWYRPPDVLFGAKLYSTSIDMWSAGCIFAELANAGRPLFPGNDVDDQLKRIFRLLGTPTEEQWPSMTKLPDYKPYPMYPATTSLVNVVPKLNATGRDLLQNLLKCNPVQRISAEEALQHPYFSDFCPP
# Target sequence (Q15078 whole entry, looked up): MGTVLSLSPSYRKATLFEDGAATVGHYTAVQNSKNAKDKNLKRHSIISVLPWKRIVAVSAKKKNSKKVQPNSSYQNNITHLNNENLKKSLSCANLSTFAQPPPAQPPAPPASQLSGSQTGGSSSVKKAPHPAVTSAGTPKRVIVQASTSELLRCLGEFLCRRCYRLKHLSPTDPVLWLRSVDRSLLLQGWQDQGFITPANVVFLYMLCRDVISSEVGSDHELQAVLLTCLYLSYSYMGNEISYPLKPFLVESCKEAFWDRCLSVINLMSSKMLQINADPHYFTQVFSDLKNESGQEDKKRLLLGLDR
# MITF act: increases MITF-driven TRPM1 promoter luciferase signal. actives 0.75% (n = 300,000). activation, % at 12.5 µM. AID 588334. SK-MEL-5 TRPM1-promoter luciferase, 24 h; % of positive control, neutral wells = 0;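 active means mean activation of at least 80% with every replicate also reaching 80%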;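 further: 0% = neutral control wells and 100% = parthenolide positive control wells; values of inactives mirror those of a sister screen read the other way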
# dFosB act: activators of mouse delta FosB homodimer | P13346 | purified delta FosB, TAMRA-CDK5 oligo fluorescence polarization; percent of positive-control signal above neutral wells | activation, % at 25 µM | actives 0.99% (n = 340,000);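 active means mean activation above about 17%, with every replicate also reaching it, limit read from the data, passing the limit was not always enough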;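 further: fluorescence polarization rise as delta FosB binds a TAMRA Cdk5 AP-1 oligo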
# Target sequence (P13346 whole entry, looked up): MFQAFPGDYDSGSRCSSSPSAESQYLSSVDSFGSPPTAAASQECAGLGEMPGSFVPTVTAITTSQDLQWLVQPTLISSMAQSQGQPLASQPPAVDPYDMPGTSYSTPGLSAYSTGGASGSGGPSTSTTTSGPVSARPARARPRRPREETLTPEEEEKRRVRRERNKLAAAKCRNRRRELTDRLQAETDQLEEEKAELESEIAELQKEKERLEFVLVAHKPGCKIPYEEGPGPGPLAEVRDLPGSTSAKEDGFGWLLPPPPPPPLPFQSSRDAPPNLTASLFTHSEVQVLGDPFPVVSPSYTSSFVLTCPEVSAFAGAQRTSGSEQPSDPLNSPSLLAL
# Mot1-301 SUMO: SUMOylation pathway inhibition by Mot1-301 growth rescue. actives 1% (n = 320,000). S. cerevisiae Mot1-301 growth rescue, ATP luminescence, 38.5C; percent above DMSO median, 100 means doubled. growth rescue, % at 18.8 µM;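 active means every valid replicate shows activation above 250% relative to neutral control wells; inactive means the rest, any valid replicate at or below 250%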;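 further: OY570 slx delta 5 strain wells were the positive control but not used for scaling; some compounds called inactive have numbers as strong as hits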
# Pemphigus Ab inh: human desmoglein-3 autoantibody binding inhibition | P32926 | DSG3-coupled beads, scFv-anti-DSG3-GFP binding, flow cytometry; stronger effect = lower value | binding (percent of control), % at 10 µM | actives 0.48% (n = 310,000);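 active means binding more than 3 SD below its plate's average and above zero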;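 further: hits lower antibody fragment binding to DSG3; some compounds called inactive have numbers as strong as hits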
# PKA-R2B activ: activators of human PKA-R2B complex; P22694+P31323; PKA-R2B holoenzyme dissociation, Cy5-IP20 fluorescence polarization; R2B truncated from residue 108, S112A mutant; 0% DMSO only, 100% 113 µM cGMP; activation, % at 11.4 µM; actives 0.079% (n = 340,000); AID 504700;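 active means activation above a cutoff set at the mean over all compounds plus 3 SD, cut at about 18% in these data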;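 further: higher means more holoenzyme dissociation and a rise in polarization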
# SR-BI HDL uptake: mouse SR-BI HDL lipid transfer inhibition | actives 0.96% (n = 320,000) | inhibition, % at 12.5 µM | Q61009 | ldlA[mSR-BI] CHO cells, DiI-HDL uptake fluorescence, 3 h;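 active means mean replicate inhibition of at least 70% and a set share of replicates each scoring 70 or more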;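 further: 0% = median of neutral control wells and 100% = median of positive control wells; values of inactives mirror those of a sister screen read the other way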
# NSD2 HMT inh: NSD2 (human) methyltransferase inhibition; AID 743445; O96028; NSD2 peptide methylation, AlphaScreen, 120 min; actives 0.54% (n = 310,000); inhibition, % at 12.5 µM; in the data active means inhibition above about 50%
# The depositor's hits bear a star; . = no result given.
SMILES,SR-BI uptake up,PKA-R1A activ,Arr AP2 block,CDK5 p35 inh,MITF act,dFosB act,Mot1-301 SUMO,Pemphigus Ab inh,PKA-R2B activ,SR-BI HDL uptake,NSD2 HMT inh
CSCc1nnc2n1-c1ccc(Cl)cc1C(c1ccccc1)=NC2,26,5,20,1.1,3,-4,-3,100,-25,-26,2
CCN(CC)C(=O)c1ccc2c(c1)C1C(Cl)C(Sc3ccccc3[N+](=O)[O-])CC1C(C(=O)O)N2 (centres undefined),.,-4,43,1.5,-9,-18,-17,87,4,.,22
COc1ccccc1N1CCN(Cc2ccc(SC)cc2)CC1,.,0,-6,-0.3,1,-3,8,118,-3,.,22
COc1ccc(-c2nc(CS(=O)CC(=O)N3CCC4(CC3)OCCO4)c(C)o2)cc1 (centres undefined),6,2,18,-1.4,.,-1,0,107,7,-6,.
CCCCn1c(=O)c(C(=O)Nc2ccccc2S(N)(=O)=O)c(O)c2ccccc21,-7,-3,-4,-3.3,16,-12,-17,108,-15,7,7
Cc1nn(Cc2c(Cl)cccc2Cl)c(Cl)c1C(=O)O,20,-1,11,-3.0,-1,-11,-8,98,2,-20,-1
Cc1nn(Cc2ccccc2)c(C)c1C(=O)OCC(=O)Nc1cc(S(C)(=O)=O)ccc1Cl,-14,-7,2,-0.4,16,-4,4,98,-3,14,-3
CN1c2ccc([N+](=O)[O-])cc2CC2(C(=O)NC(=O)NC2=O)C1c1ccccc1 (centres undefined),-8,-3,10,1.3,8,-3,-29,129,-17,8,0
O=C(c1ccccc1F)c1cn(CC(=O)N2CCCC2)c2ccccc12,0,-8,-5,0.9,2,3,1,89,-7,0,1
O=c1[nH]c(O)c(C=Nc2cc(F)cc(F)c2)c(=O)[nH]1,11,-1,28,-1.9,.,-3,309,107,4,-11,-1
CN(C)C(Cc1ccccc1)C(=O)c1c[nH]c2ccccc12 (centres undefined),-2,0,-6,-1.8,4,-4,10,100,1,2,9
CC(N)C(=O)c1ccco1 (centres undefined),-14,10,1,1.0,-3,6,-9,104,-4,14,0
CCc1ccccc1NC(=O)CNC1CCCCC1,-7,12,-12,-3.8,4,0,135,101,-9,7,0
CN(C)P(=S)(Nc1ccccc1)C(Cl)(Cl)Cl (centres undefined),-2,-9,2,-1.1,-2,5,-12,99,15,2,1
O=C1NC(=S)N(c2ccc(Br)cc2)C(=O)/C1=C/N1CCN(C(=O)c2ccco2)CC1,-2,6,17,-1.8,1,13,-4,102,-3,2,.
O=C(c1ccccc1)c1ccccc1N=Cc1c(O)[nH]c(=O)[nH]c1=O,12,3,-7,1.2,8,-18,2,94,9,-12,1
Nc1c(C(=O)NCCc2ccccc2)c2nc3ccccc3nc2n1CCN1CCOCC1,5,-7,36,0.1,53,-1,-13,97,-13,-5,-12
CCOC(=O)CNC(=O)CSP(=S)(OCC)OCC,5,-1,7,0.0,.,-2,77,99,-4,-5,1
CCC1(CC)C(=O)NC(=O)N(CCc2ccccn2)C1=O,-11,-9,-3,-1.9,0,5,.,96,-1,11,1
CCCCc1ccc2[nH]cc(CCN)c2c1,27,8,-1,-0.1,11,0,-10,125,-9,-27,10

# 2 records drawn at random from those above, as already listed:
SMILES,SR-BI uptake up,PKA-R1A activ,Arr AP2 block,CDK5 p35 inh,MITF act,dFosB act,Mot1-301 SUMO,Pemphigus Ab inh,PKA-R2B activ,SR-BI HDL uptake,NSD2 HMT inh
COc1ccccc1N1CCN(Cc2ccc(SC)cc2)CC1,.,0,-6,-0.3,1,-3,8,118,-3,.,22
Nc1c(C(=O)NCCc2ccccc2)c2nc3ccccc3nc2n1CCN1CCOCC1,5,-7,36,0.1,53,-1,-13,97,-13,-5,-12

# Later entries:
SMILES,SR-BI uptake up,PKA-R1A activ,Arr AP2 block,CDK5 p35 inh,MITF act,dFosB act,Mot1-301 SUMO,Pemphigus Ab inh,PKA-R2B activ,SR-BI HDL uptake,NSD2 HMT inh
Cc1ccc(-c2cc(-c3ccc(C)cc3)[n+](-c3ccc(C(=O)[O-])cc3)c(-c3ccc(C)cc3)c2)cc1,3,-3,-3,2.8,-10,3,20,105,0,-3,.
C[N+]12CCC(CC1)C(C#N)(N1CCOCC1)C2 (centres undefined),21,0,-21,-0.5,.,0,-1,.,-7,-21,-6
Cn1c(O)c(/C=N/N2CCOCC2)c(=O)n(C)c1=S,20,-3,10,-2.7,-15,6,-7,111,-4,-20,-1
CCCCCCC(C)(C)c1ccc([C@@H]2C[C@H](O)CC[C@H]2CCCO)c(O)c1,3,-3,3,-0.4,-7,-11,-13,102,-4,-3,.
COc1ccc(C(=O)N2C[C@H]3C[C@@H](C2)c2cccc(=O)n2C3)cc1OC,1,9,22,0.0,13,-3,-7,.,5,-1,.
Cc1ccc2c(c1)=C/C(=C\c1c(O)[nH]c(=O)[nH]c1=O)C(=O)N=2,54,-13,34,1.1,-8,0,-4,99,1,-54,14
COC(=O)C1=C(c2ccc(Cl)c(C(F)(F)F)c2)C[C@@H]2CC[C@H]1N2C(=O)NC1CC1,-18,5,-2,-0.3,-1,-15,0,98,1,18,.
Cc1ccc(-n2c(O)c(C=Nc3ccc(Br)cn3)c(=O)[nH]c2=O)cc1,1,-1,2,0.2,-3,-5,67,108,0,-1,0
COc1cccc(C2(O)CCN(Cc3ccncc3)CC2)c1,17,-8,21,-0.1,13,0,606,92,-4,-17,2
COP(=S)(OC)SCn1nnc2ccccc2c1=O,19,2,34,-0.3,-4,-5,.,96,-3,-19,-5
COC(=O)c1ccccc1NC(=O)N1C[C@@H]2C[C@@H](C1)c1cccc(=O)n1C2,2,-20,3,1.8,-6,-4,74,102,-4,-2,.
O=C(Cn1cc(C(=O)c2ccccc2F)c2ccccc21)NC1CC1,-10,-2,7,0.2,1,5,-3,114,11,10,-1
CC(C)(C)C(=O)N1Cc2ccccc2-n2nncc2C1,-5,8,3,4.1,7,-6,.,96,4,5,.
O=C(C1CCN(S(=O)(=O)c2ccccc2)CC1)N1CCC2(CC1)OCCO2,-9,2,2,-0.3,5,6,232,101,2,9,-2
COc1ccc(CN2C(=O)NC(=O)/C(=C\c3ccco3)C2=O)cc1,-4,10,6,-1.3,-10,-17,22,67*,-5,4,51*
O=C(Nc1ccc(Cl)cc1)OC1CN2CCC1CC2 (centres undefined),6,-13,-14,1.0,49,-2,-3,112,-1,-6,-1
O=c1[nH]c(=O)n(C2CCCCCC2)c(O)c1C=NCc1cccnc1,14,-4,1,6.2,.,-5,-4,.,-1,-14,0
O=c1[nH]c(=S)n(Cc2ccc(F)cc2)c(O)c1C=NCCCn1ccnc1,18,1,37,-0.6,-18,-2,196,118,1,-18,1
CC(C)C(=O)Nc1ccc(N2CCN(C)CC2)c(F)c1,18,-10,4,1.6,7,-2,423*,84,-14,-18,1
NCCc1c[nH]c2ccc(C(N)=O)cc12,9,-3,-3,2.1,1,4,-3,92,5,-9,.
CCCCn1c(O)c(/C=N/N2CCOCC2)c(=O)[nH]c1=S,6,10,31,-2.2,.,-5,-9,93,-4,-6,0
COC(=O)C1=C(c2ccc(C(C)=O)cc2)C[C@@H]2CC[C@H]1N2C(=O)NCCOc1ccccc1Cl,-5,-7,3,-1.4,7,-2,3,106,6,5,.
Cn1c(O)c(C(=N)COc2ccccc2)c(=O)n(C)c1=O,-11,4,4,-0.6,8,-12,0,99,-2,11,-3
N#Cc1c(Cl)nc(Cl)c2c1CCN(Cc1ccccc1)C2,-4,-10,5,-0.1,8,-2,-4,98,-13,4,-1
Cc1ccccc1NC1(C#N)CCCCC1,35,-15,-6,-0.6,-1,-7,-9,104,-2,-35,-4
CC(C#N)CCC#N (centres undefined),-7,3,8,1.7,-7,1,270,103,-10,7,.
Cc1ccc2c(c1)cc1c(=O)n(CC(=O)N3CCC4(CC3)OCCO4)nc(C)n12,-24,-2,4,-0.1,-2,-8,64,.,-3,24,-1
c1ccc(-c2nnc(C3CC(c4cccnc4)=NO3)o2)cc1 (centres undefined),31,5,-8,1.3,-7,8,232,106,2,-31,.
CN(C)c1ccc(C(=O)N/N=C/C23CC[C@@H](O)CC2(O)CC[C@@H]2[C@@H]3CCC3(C)C(C4=CC(=O)OC4)CCC23O)cc1 (some centres undefined),.,-8,26,3.0,-74,-2,-3,90,7,.,2
CC1=C[C@@H]2c3cccc4[nH]cc(c34)C[C@H]2N(C)C1,-6,1,15,-1.2,-11,5,-11,68,-3,6,12
CN1CC(C(=O)c2ccc(Cl)cc2)C(c2ccc(Cl)cc2Cl)C1 (centres undefined),-8,-8,-8,-0.5,2,6,0,106,-8,8,0
COC(=O)c1ccc(NC(=O)NC(=O)Oc2ccccc2)cc1,18,-6,-29,-0.2,-3,-1,-4,97,0,-18,-4
COc1cc2c(cc1OC)C1[C@H]3C(=CC[C@H]1OC2O)CCN3C (some centres undefined),29,-7,7,-1.7,7,-12,7,102,0,-29,.
Cc1ccccc1NC(=O)Cc1nc(COC(=O)Cc2ccccc2)cs1,-22,-3,-6,-7.5,-9,-12,-17,112,-1,22,0
CC(C)(C)C(O)C(Oc1ccc(Cl)cc1)n1cncn1 (centres undefined),-4,3,18,-1.0,-8,-1,276,98,2,7,.
CCc1n[nH]c(CCN)n1,27,11,37,-3.3,.,-5,10,101,16,-27,-3
O=P(O)(Oc1ccccc1)OC(c1ccccc1)C(F)(F)F (centres undefined),24,-6,14,1.1,-6,-2,62,102,8,-24,0
CC(C)NC(C)Cc1ccc(I)cc1 (centres undefined),1,-2,9,-0.5,-4,-5,6,138,4,-1,.
COc1ccccc1CCNC1CCCCCC1,5,2,24,-1.2,.,2,0,99,-4,-5,4
C[C@]12CC[C@H]3[C@@H](CCC4=CC(=O)CC[C@@H]43)[C@@H]1CC[C@@H]2O,2,5,4,-1.1,-25,-6,.,119,0,-2,.
CC1NCCC2(O)CCCCC12 (centres undefined),18,-2,7,1.0,6,-2,205,102,5,-18,-3
CSc1ncc(/C=C2/C(=O)NC(=O)N(C)C2=O)cn1,33,-3,5,0.1,-3,1,-19,111,-8,-33,.
CCCC(C)C(=O)NC1CCSC1=O (centres undefined),9,0,17,5.3,0,-4,12,116,-8,-9,-2
CC(=NCCCO)c1c(O)n(Cc2ccccc2)c(=O)[nH]c1=O,26,9,4,0.5,0,2,7,107,-12,-26,-2
C[N+]1(CC2COC(c3ccco3)O2)CCCCC1 (centres undefined),9,-5,6,0.4,7,2,9,100,-8,-9,-2

# These rows are one share of the data; rates above refer to the full screens.
